# Screening data (PubChem BioAssay)
# TDP2 inh = blocks human TDP2 phosphodiesterase activity | O95551 | recombinant TDP2, T5PNP hydrolysis, p-nitrophenol absorbance 415 nm | inhibition, % at 12.8 µM | 0.34% of 370,000 active;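 active means inhibition above the mean of all tested compounds plus 3 SD, set per campaign, cut at about 25% in these data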;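 further: 0% = DMSO with enzyme and 100% = buffer with substrate but no TDP2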
#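 test system = human TDP2 enzyme | input = TDP2 enzyme at 120 nM final | medium = 50 mM Tris-HCl pH 7.5 with Mg2+, KCl, DTT, BSA | also added = T5PNP substrate, 5 mM | times = 2 h at 37 °C | technique = epi absorbance | benchmarks = high control without enzyme, low control DMSO plus TDP2 | replication = each compound tested once, singlicate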
# LEDGF integ inh = blocks HIV-1 LEDGF/p75-dependent DNA integration; TR-FRET IN-LEDGF/p75 DNA integration, Eu/Cy5; 0.64% of 370,000 active; inhibition, % at 3.7 µM;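 active means inhibition above the screen-wide mean plus 3 SD, cut at about 13% in these data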;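 further: signal is the Cy5 over europium emission ratio at 671 and 618 nm; 0% = plate median of compound wells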
# Tn6 DDE FP = inhibitors of Tn6 peptide binding to human fibrin DD(E). 0.21% of 370,000 active. Fibrin DD(E) TRITC-Tn6 fluorescence polarization displacement. inhibition, % at 8.3 µM;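 active means inhibition above a per-campaign cutoff: mean of compounds within control limits plus 3 SD, cut at about 15% in these data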;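 further: 0% = median of all compound wells on the plate and 100% = blocking peptide control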
# TCR CD3 inh = inhibitors of human TCR-CD3 interaction; TAMRA-labeled TCR probe fluorescence, biochemical; inhibition, % at 9.4 µM; 0.37% of 360,000 active; AID 651800; in the data active means inhibition above about 19%;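 further: recombinant mutant TCR 2C K166C tagged with TAMRA read by polarization; 0% = receptor in buffer alone and 100% = receptor with positive control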
# UHRF1 MBD2 ctr = UHRF1 methyl-DNA binding inhibition | Q96T88 | UHRF1 binding to methylated oligo, TR-FRET | AID 687016 | inhibition, % at 4.4 µM | 0.75% of 370,000 active; in the data active means inhibition above about 21%;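 further: UHRF1 SRA domain binding a hemimethylated CpG hairpin DNA probe; 0% = median of test compound wells and 100% = reference inhibitor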
# SIAE primary = blocks human sialic acid acetylesterase. 0.69% of 370,000 active. Q9HAT2. inhibition, % at 9.66 µM. SIAE FP-Rh probe binding, fluorescence polarization;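 active means inhibition above a cutoff: mean of compounds within the control limits plus 3 SD of those, cut at about 17% in these data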;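 further: 0% = plate median of compound wells and 100% = probe without SIAE protein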
# MBD2 inh = blocks human MBD2 binding to methylated DNA; Q9UBB5; inhibition, % at 4.4 µM; 0.31% of 370,000 active; TR-FRET, MBD2 binding to methylated oligonucleotide; AID 686964; in the data active means inhibition above about 13%
# PRMT1 FP inh = inhibitors of human PRMT1. recombinant PRMT1, activity-based probe fluorescence polarization. inhibition, % at 2.79 µM. 1.3% of 370,000 active. AID 652257;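 active means inhibition above about 21% made by adding two undisclosed values, limit read from the data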
# Tn7 DDE FP = inhibitors of Tn7 peptide binding to human fibrin DD(E) | P02675 | FP displacement of FITC-Tn7 peptide from fibrin DD(E); 0% = median of compound wells per plate | inhibition, % at 8.3 µM | 0.13% of 370,000 active;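 active means inhibition above the mean of compounds falling within the control limits plus 3 SD of them, cut at about 14% in these data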;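 further: 0% = plate median of compound wells and 100% = 10 µM Aha-Tn7 peptide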
#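 Assay system: Human fibrin DD(E) protein | Medium: Tris buffer with calcium and detergent, pH 7.8 | Reagent: 0.1 µM fluorescent Tn7 | Compound dosing: Single point at 8.3 µM | Times: 10 min preincubation, 3 h with tracer, room temperature | Detection: Fluorescence polarization of the labelled Tn7 tracer | Controls: Aha-Tn7 high control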
# proKLK7 act = activates the human kallikrein-7 zymogen | P49862 | purified proKLK7, EDANS-DABCYL substrate fluorescence; 100% is mature enzyme control, 0% vehicle | activation, % at 7 µM | 0.9% of 370,000 active | AID 652039;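 active means activation above the mean of all tested compounds plus 3 SD, computed per campaign excluding outliers beyond control limits, cut at about 13% in these data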
# The depositor's hits bear a star; . = not tested or not shown.
proKLK7 act	SIAE primary	Tn6 DDE FP	MBD2 inh	LEDGF integ inh	TDP2 inh	UHRF1 MBD2 ctr	TCR CD3 inh	Tn7 DDE FP	PRMT1 FP inh	smiles
-0.2	-6	-1	-6	-7	-7	1	-3	8	-3	O=C1C(c2ccnc3ccccc23)=C(O)c2ccccc21
0.2	-5	-1	-1	-1	2	2	4	-5	-3	CC1(C)CC(=O)C2=C(C1)OC1=C(C(=O)CC(C)(C)C1)C2c1cc([N+](=O)[O-])cc([N+](=O)[O-])c1O
0.2	1	-8	-3	4	-4	-1	3	1	-1	Cc1ccc(OCC(=O)Nc2ccccc2-c2ccccc2NC(=O)COc2ccc(C)cc2)cc1
-0.5	2	1	1	0	-11	0	-1	-6	0	Cc1ccc(NC(=O)c2cccc(NC3=NC4CS(=O)(=O)CC4S3)c2)cc1 (stereo not given)
0.2	-3	-2	3	-4	4	11	26*	-3	-2	O=C(COC(=O)c1cc(-c2cccs2)nn1-c1ccccc1)Nc1cccc([N+](=O)[O-])c1
0.1	-3	-2	7	2	-1	1	-2	4	4	O=C(Nc1ccn(C2CCC(CO)O2)c(=O)n1)c1ccccc1 (stereo not given)
-0.5	-2	-3	-4	-1	-26	2	-11	-4	0	Cc1ccc(C(=O)c2cn[nH]c2-c2ccccc2O)cc1
-0.1	-3	1	0	-1	5	-2	1	-3	0	O=C(NC1CCSc2ccccc21)c1ccc(Cl)c(S(=O)(=O)N2CCOCC2)c1 (stereo not given)
-0.6	9	2	-6	-5	-10	-2	7	1	-1	CC(C)NC(=O)NNC(=O)c1cc(COc2cc(Cl)cc(Cl)c2)on1
-0.1	-1	0	2	1	-4	0	8	4	-1	CC(Oc1ccccc1)C(=O)N=C1SC2CS(=O)(=O)CC2N1c1ccc(F)cc1 (stereo not given)
-0.1	5	-4	2	5	-5	4	-5	3	-3	COc1ccc(CN(C)C(=O)COc2cccc(-n3cnnn3)c2)cc1OC
-0.6	-2	-4	-3	2	-4	-3	5	0	0	Cc1c(C(N)=O)sc2ncn(CC(=O)NCCc3ccccc3)c(=O)c12
-5.2	9	-5	4	1	-14	-4	20*	6	2	Cc1ccc2[nH]c(C(=O)N/N=C/c3ccccc3O)c(C)c2c1
-0.3	1	-1	-2	-1	-12	3	-3	1	1	CN1C(=O)c2ccc(C(=O)Nc3nccs3)cc2C1=O
0.2	-1	-5	2	-2	4	-3	-10	-1	4	CCCCCC1CC(=O)NC1(C(=O)OCC)C(=O)OCC (stereo not given)
-0.1	3	4	-6	-8	0	0	2	6	1	COCCNC(=S)N1CCC(C(=O)c2ccc3c(c2)OCCO3)CC1
-0.3	-2	2	-6	1	9	-2	-1	-4	0	Cn1nnnc1SCC(=O)Nc1cc(C(C)(C)C)nn1-c1ccccc1
-0.2	5	-2	-1	2	-7	0	-1	4	2	CN(Cc1ccc(F)cc1)C(=O)c1cc(COc2ccc(F)cc2F)on1
0.2	-3	5	-2	2	-5	3	1	-5	-1	COc1cc2c(cc1OC)C(C)N(C(=S)Nc1ccccc1)CC2 (stereo not given)
20*	-4	7	-1	-6	-7	2	1	7	2	Cc1cccn2c(=O)c3cc(C(=O)N4CCOCC4)n(C)c3nc12
-0.5	-4	-6	3	1	7	-1	-5	-2	-2	CN(c1ccccc1)c1nc(N)c([N+](=O)[O-])c(Nc2cccc(F)c2)n1
-0.7	7	1	5	1	-10	0	3	0	-3	COc1cc(CNc2ccc3[nH]c(=O)[nH]c3c2)ccc1OCc1ccc(F)cc1Cl
0.3	6	6	-3	3	0	-1	7	-8	1	O=C(NC(NCc1cccnc1)C(Cl)(Cl)Cl)c1cccc2ccccc12 (stereo not given)
0.2	1	-5	4	2	13	2	8	-3	-2	O=C1CC[C@@H](CN(Cc2ccccn2)Cc2nc(-c3ccc(C(F)(F)F)cc3)no2)N1
0.4	-3	-5	5	-7	-12	2	-6	-3	2	CNC(=O)CSc1nccn1Cc1ccc(Cl)cc1
-0.1	5	-1	3	-1	9	0	6	9	-4	CCNC(=O)CC1C(=O)N(c2ccc(C)cc2)C(=O)N1CCOC (stereo not given)
-0.8	3	-2	-2	-2	3	-1	3	-6	-3	COC(=O)CCC(=O)N1CCCC(C(=O)c2ccc(Cl)cc2C)C1 (stereo not given)
-0.3	3	3	-2	-3	6	-3	0	-3	-5	O=C(Cc1cccc(NC(=O)C2CCCN(C(=O)C3CC3)C2)c1)Nc1cccc(C(=O)N2CCCCC2)c1 (stereo not given)
1.6	4	-8	-9	1	11	-12	-7	12	2	COc1cc2c(cc1O)CC[n+]1cc3c(OC)c(OC)ccc3cc1-2
-1.2	3	0	1	2	-6	0	-9	-2	9	Cc1oc(-c2ccccc2F)nc1CS(=O)(=O)CC(=O)NCCCN1CCc2ccccc2C1
0.5	0	-9	-1	2	0	7	8	-9	2	Cc1ccc(S(=O)(=O)/N=c2\ccc(Cl)cn2C(F)F)cc1
-0.3	4	-4	-3	-2	1	-1	1	5	0	O=C(COC(=O)c1cc[n+]([O-])cc1)NC(=O)c1ccc(OC(F)F)cc1
0.0	-2	3	4	-2	6	-1	11	-1	-2	CC(C)c1nnc(NC(=O)CCC(=O)NCc2cccs2)s1
0.6	-11	5	1	-3	-10	0	5	1	-1	Cc1ccc(CNC(=O)C2(C)CCN2C(=O)Cc2ccc(-c3ccccc3)cc2)cc1 (stereo not given)
0.3	1	2	3	-2	10	2	2	3	1	COc1ccc(OCC(=O)NCc2n[nH]c(=O)c3ccccc23)cc1
-0.4	1	-4	2	2	2	0	8	0	-3	COc1ccc(C)c2sc(N(CCCN(C)C)C(=O)c3ccc4c(c3)OCCO4)nc12
0.1	-1	0	-3	3	-8	-2	1	0	-2	CCO[C@H]1OC(C(=O)N2CCN(Cc3ccc4c(c3)OCO4)CC2)=C[C@@H](c2ccc(C(F)(F)F)cc2)[C@@H]1CCCO
0.8	-4	-9	-4	-2	4	0	4	5	-5	CC(O)[C@H]1CNC(=S)N1CCc1cccc(F)c1 (stereo not given in full)
20*	3	11	3	5	-9	1	-1	2	-2	O=C1NCCN1CCN1C(=O)c2ccccc2NC1c1ccccc1 (stereo not given)
-0.3	0	0	1	-1	-5	-1	6	-2	-3	c1ccc(CCN2CN(CCCN3CCOCC3)c3nc4ccccc4n3C2)cc1
0.6	-1	-1	5	-7	-15	3	2	-1	6	CCCn1c(SCC(=O)NCc2ccc3c(c2)OCO3)n[nH]c1=O
-0.1	-31	-4	2	-3	7	0	9	-3	1	Cc1ccc2c(c1)C(=O)N1[C@H]3c4cc(C)ccc4OC[C@@H]3[C@H](c3ccccc3)[C@]1(C)C(=O)N2
-0.3	0	-3	5	2	2	3	1	1	1	CSc1nc(-c2ccco2)nn1C(=O)c1ccccc1
0.4	-3	-5	1	2	-10	2	0	3	-3	CC(C)(C)c1ccc(-n2ncc3c2CCCC3NC(=O)CCN2CCCC2=O)cc1 (stereo not given)
0.7	0	-6	3	4	0	2	1	-6	5	CSc1ccccc1NC(=O)CN(C)C(=O)c1ccc2c(c1)OCCO2
0.0	4	13	1	2	-7	-1	4	5	0	C[C@H](CO)N1C[C@H](C)[C@@H](CN(C)S(=O)(=O)c2cn(C)cn2)Oc2c(NS(=O)(=O)c3ccc(F)cc3)cccc2C1=O
-1.8	9	5	4	3	-1	0	3	-3	-1	COc1cc(Nc2nc3ccc(Cl)cc3n3cnnc23)cc(OC)c1OC
-0.8	-2	2	-5	10	0	-4	-4	2	1	O=C(CNc1cccc(C(F)(F)F)c1)N/N=C/C1CCCCC1
0.3	-1	8	4	-1	8	0	-4	-4	-3	Cn1c(N)c(C(=O)CSc2nnc3n2CCCCC3)c(=O)n(C)c1=O
-3.2	0	6	-6	4	-11	-1	3	3	-5	CCCCc1c(C)[nH]c2nc3ccccc3n2c1=O
0.1	-10	-6	1	-1	-8	3	-6	-6	0	COC(=O)c1c(-c2ccccc2)csc1N
-0.6	-5	9	6	-5	-3	1	-2	-2	21	COc1ccc(N2CC(O)=C(c3nc(-c4ccc(Br)cc4)cs3)C2=N)cc1
-0.1	-4	2	3	2	-3	-3	6	-7	-4	COc1cccc(-c2cc(CNC(=O)[C@H]3O[C@@H](n4ccc(N)nc4=O)[C@H](O)[C@@H]3O)no2)c1
-0.3	2	0	5	-2	5	0	-7	1	0	O=C(CCC(=O)N(CC(=O)NC1CCCCC1)Cc1ccco1)Nc1nccs1
-0.5	0	-9	5	3	-5	17	9	-3	-2	O=C(NCc1ccccn1)c1ccc(NS(=O)(=O)c2cccc(Cl)c2)cc1
-0.3	2	2	-7	1	10	-2	2	7	-1	O=c1c(-c2ccnn2-c2ccccc2F)cnc2n1CCS2
-0.5	5	-5	5	-2	-3	3	-6	2	7	CC(C)C[C@@H]1Cc2[nH][nH]c(=O)c2[C@H](C(C)C)O1
-0.7	3	1	4	-7	7	3	-2	-3	1	COc1ccc(CCNC(=O)C2=CCN(S(=O)(=O)c3ccc(F)cc3)CC2)cc1OC
0.4	-2	-1	2	0	-3	2	-3	0	2	CC1(C(=O)NCC2CCCCC2)CCN1C(=O)Cc1ccc(-c2ccccc2)cc1 (stereo not given)
-0.6	-1	-5	3	0	6	-1	-8	2	5	CCOC(=O)C1CCN(S(=O)(=O)c2ccc(OCC(=O)OC)cc2)CC1

# (more compounds)
proKLK7 act	SIAE primary	Tn6 DDE FP	MBD2 inh	LEDGF integ inh	TDP2 inh	UHRF1 MBD2 ctr	TCR CD3 inh	Tn7 DDE FP	PRMT1 FP inh	smiles
-0.8	3	-5	-4	1	4	-3	.	-5	3	COC(=O)N1CCCC1c1cccc2[nH]cc(C)c12 (stereo not given)
-0.8	3	-5	0	-1	1	2	.	8	3	O=C(NC1CCCCN(Cc2cccc(F)c2)C1=O)c1cccc(F)c1 (stereo not given)
0.4	5	-1	-1	3	4	-2	-3	-1	1	O=C(CSc1nc(O)c(Cc2ccccc2)c(=O)[nH]1)Nc1nc2c(s1)CCCC2
-0.3	-3	-7	3	-4	6	0	8	-9	-3	O=C(CN1C(=O)NC2(CCCc3ccccc32)C1=O)NCc1ccco1 (stereo not given)
0.2	-10	2	-1	8	-23	1	4	0	-2	CCN(CC)C1Oc2cc3c(cc2C(c2cc(OC)c(OC)c(OC)c2)C1C)OCO3 (stereo not given)

# Quoted at random: four compounds from above.
proKLK7 act	SIAE primary	Tn6 DDE FP	MBD2 inh	LEDGF integ inh	TDP2 inh	UHRF1 MBD2 ctr	TCR CD3 inh	Tn7 DDE FP	PRMT1 FP inh	smiles
0.4	5	-1	-1	3	4	-2	-3	-1	1	O=C(CSc1nc(O)c(Cc2ccccc2)c(=O)[nH]1)Nc1nc2c(s1)CCCC2
0.2	-10	2	-1	8	-23	1	4	0	-2	CCN(CC)C1Oc2cc3c(cc2C(c2cc(OC)c(OC)c(OC)c2)C1C)OCO3 (stereo not given)
-0.3	-3	-7	3	-4	6	0	8	-9	-3	O=C(CN1C(=O)NC2(CCCc3ccccc32)C1=O)NCc1ccco1 (stereo not given)
-0.8	3	-5	0	-1	1	2	.	8	3	O=C(NC1CCCCN(Cc2cccc(F)c2)C1=O)c1cccc(F)c1 (stereo not given)
